# M1 antag – antagonists of human M1 muscarinic receptor. CHO-K1 hM1, Fluo-8 calcium fluorescence, ACh EC80 antagonist. inhibition, % at 3 µM. hit rate 1.3% among 360,000. AID 588852;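 active = percent inhibition above its own plate's cutoff, namely the mean of that plate's compound wells plus 3 SD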;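 also: peak over basal fluorescence ratio during 140 s after agonist addition; 0% = ACh EC80 plus DMSO and 100% = DMSO alone without agonist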
# CHRM4 antagonist – antagonists of human muscarinic M4 receptor (CHRM4); P08173; CHO-hM4 cells, ACh EC80, Fluo-8 calcium fluorescence; inhibition, % at 3 µM; hit rate 0.73% among 360,000; AID 624125;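 active = inhibition above its plate's cutoff, the mean inhibition of sample wells plus 3 SD, cut at about 27% in these data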;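 also: 0% = acetylcholine EC80 with DMSO and 100% = DMSO without agonist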
# TAAR1 agonist – agonists of human TAAR1; CHO RD-HGA16 TAAR1, Fluo-8 calcium fluorescence; vehicle wells 0%, saturating PEA agonist 100%; activation, % at 3 µM; hit rate 0.99% among 360,000; AID 624467;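 active = activation above the mean activation of all test compounds in the run plus 3 SD, cut at about 38% in these data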
# Target sequence (Q96RJ0 whole entry, looked up): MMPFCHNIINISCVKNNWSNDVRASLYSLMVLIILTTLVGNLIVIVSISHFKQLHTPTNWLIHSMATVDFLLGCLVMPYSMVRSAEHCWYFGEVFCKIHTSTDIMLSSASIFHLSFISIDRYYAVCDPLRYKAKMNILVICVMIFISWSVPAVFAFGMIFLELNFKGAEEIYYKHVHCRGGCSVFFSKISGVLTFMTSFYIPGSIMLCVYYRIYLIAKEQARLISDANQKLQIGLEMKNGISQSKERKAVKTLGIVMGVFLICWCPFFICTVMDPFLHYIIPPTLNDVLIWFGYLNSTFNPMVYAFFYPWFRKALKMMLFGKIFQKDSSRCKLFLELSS
#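 Test system: RD-HGA16 (CHO) cells co-expressing Gα16 and hTAAR1 | Doses: Single dose, 3 µM | Schedule: 17-24 h seeding, 75 min 37 °C dye, 30 min RT | Evaluation: % activation from peak over basal fluorescence ratio, DMSO-to-PEA scaled | Technique: Kinetic Fluo-8 calcium fluorescence | Benchmarks: Low control DMSO, high control PEA (EC100)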
# CHRM5 agonist – CHRM5 agonism in calcium assay; P08912; CHO-K1 hM5 cells, Fluo-8 calcium fluorescence; 0% DMSO wells, 100% maximal acetylcholine response; activation, % at 3 µM; hit rate 0.19% among 360,000; AID 624037;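 active = activation above the run's mean over test compounds plus 3 SD, cut at about 23% in these data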;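 also: signal is peak over basal fluorescence ratio across the kinetic read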
# Target sequence (P08912 whole entry, looked up): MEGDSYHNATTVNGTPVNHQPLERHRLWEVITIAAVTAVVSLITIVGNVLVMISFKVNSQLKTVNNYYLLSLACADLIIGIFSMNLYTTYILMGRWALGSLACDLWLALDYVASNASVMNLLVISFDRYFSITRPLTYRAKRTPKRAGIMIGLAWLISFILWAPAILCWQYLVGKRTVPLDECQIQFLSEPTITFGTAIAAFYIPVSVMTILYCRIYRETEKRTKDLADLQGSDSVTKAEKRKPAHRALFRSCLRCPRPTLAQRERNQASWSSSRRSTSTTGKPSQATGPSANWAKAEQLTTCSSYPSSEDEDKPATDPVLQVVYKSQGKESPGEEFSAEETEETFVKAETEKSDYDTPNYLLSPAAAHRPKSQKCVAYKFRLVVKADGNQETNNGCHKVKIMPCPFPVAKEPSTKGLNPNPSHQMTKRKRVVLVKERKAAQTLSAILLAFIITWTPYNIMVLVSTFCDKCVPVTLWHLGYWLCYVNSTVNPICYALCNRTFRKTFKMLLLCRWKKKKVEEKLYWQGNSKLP
# CHRM4 agonist – CHRM4 agonism in calcium assay; CHO-K1 hM4/Gqi5, Fluo-8 calcium fluorescence; vehicle 0%, full acetylcholine response 100%; activation, % at 3 µM; hit rate 0.14% among 360,000; AID 624127;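 active = activation above the run mean over all test wells plus 3 SD, cut at about 32% in these data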;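 also: peak over basal fluorescence ratio per well then scaled between controls; 0% = DMSO wells and 100% = acetylcholine at EC100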
# M5 antag – CHRM5 antagonism in calcium assay. hit rate 0.59% among 360,000. AID 624040. inhibition, % at 3 µM. CHO-hM5 cells, Fluo-8 calcium fluorescence, ACh EC80;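 active = inhibition above a per-plate cutoff, the mean of that plate's test compounds plus 3 SD, cut at about 27% in these data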;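 also: 0% = acetylcholine EC80 with DMSO and 100% = DMSO without agonist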
# CHRM5 PAM – CHRM5 positive allosteric modulation. P08912. CHO-K1 hM5, Fluo-8 calcium, ACh EC20 PAM; 0% = ACh EC20, 100% = ACh EC100. activation, % at 3 µM. hit rate 0.3% among 360,000. AID 624038;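 active = activation above the run cutoff, the mean activation of all test compounds plus 3 SD, cut at about 18% in these data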
#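 system = human M5 receptor in CHO-K1 cells | reagent = EC20 acetylcholine as agonist stimulus | compound dosing = single-point, 3 µM nominal | incubation = Fluo-8 loading 80 min at 37 °C plus 30 min room temperature | detection = Fluo-8 calcium dye fluorescence, kinetic read | benchmarks = low control EC20 acetylcholine (0%), high control EC100 acetylcholine (100%)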
# CHRM1 agonist – human M1 muscarinic receptor agonism. CHO-K1 hM1, Fluo-8 calcium fluorescence, agonist mode; 0% DMSO, 100% acetylcholine EC100. activation, % at 3 µM. hit rate 0.33% among 360,000;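 active = activation above the run's mean compound activation plus 3 SD, cut at about 16% in these data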;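 also: peak over basal fluorescence ratio within a 140 s kinetic read after compound addition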
# CHRM1 PAM – positive allosteric modulators of human M1 muscarinic receptor. P11229. CHO-K1 hM1, Fluo-8 calcium fluorescence, ACh EC20; 0% = ACh EC20, 100% = maximal ACh. activation, % at 3 µM. hit rate 0.088% among 360,000. AID 588819; in the data active = activation above about 19%, passing the limit was not always enough
# The depositor's hits bear a star; x = not tested or not shown. Some of the compounds tested; the hit share may differ from the screen's.
# Values run as follows: M1 antag	CHRM4 antagonist	TAAR1 agonist	CHRM5 agonist	CHRM4 agonist	M5 antag	CHRM5 PAM	CHRM1 agonist	CHRM1 PAM
O=C(NNC(=O)c1ccc(Oc2ccc(C3SCCS3)cc2)o1)c1ccc(Cl)cc1
 : 24	27*	3	2	18	17	-23	-1	-9
COc1ccc(Cl)cc1NC(=O)CSc1nnc(-c2ccco2)o1
 : -10	-3	13	1	5	5	-2	1	7
O=C(NCc1cccnc1)C1CCC(c2ccc(Cl)cc2)CC1 (centres undefined)
 : 3	13	3	0	6	8	-4	-1	-6
CCN(CC)C(=O)Cn1cc(/C=C(\C#N)C(=O)N2CCN(c3ccccc3)CC2)c2ccccc21
 : -1	-10	14	3	13	0	-9	-3	0
NC(=S)N/N=C/c1cccc(O)c1O
 : 1	-9	4	-1	3	2	2	-3	-4
CCn1c(SCC(=O)NC(=O)Nc2ccc3c(c2)OCCO3)nnc1-c1cccs1
 : -10	2	5	2	0	6	-2	-6	2
O=C1NC[C@H](CCCCN2CCN(CC3CCCCC3)C(=O)C2=O)N(Cc2ccccc2)C1=O
 : x	3	0	-3	0	0	-5	x	x
Cc1ccc(-c2ccc(=O)n(CCC(=O)NCCN3CCCCC3C)n2)cc1 (centres undefined)
 : 18	12	-2	-6	-1	3	-2	-6	-6
CC(=N)C1=C(O)CC(c2ccccc2)CC1=O (centres undefined)
 : -13	-8	0	-1	2	11	-3	-2	13
CCOC(=O)C1(Cc2ccccc2C)CCCN(C(=O)c2ccnn2C)C1 (centres undefined)
 : -7	-6	2	0	3	-10	4	-5	7
Cc1ccc2c(c1)NC(=O)C(CC(=O)NC1CCCCC1C)O2 (centres undefined)
 : -2	-10	-1	2	0	-3	-3	-3	1
COc1ccccc1C1CC(c2cccs2)=Nc2ccccc2S1 (centres undefined)
 : 3	-3	1	-4	0	-2	5	-5	0
CC(=O)Oc1ccc(/C=N/NC2=NS(=O)(=O)c3ccccc32)cc1
 : -6	8	6	-3	2	4	1	-4	3
CN(C)/N=C/C=C1\CCC/C(=C\c2ccc(F)c(F)c2)C1=O
 : 7	11	4	11	23	14	-7	3	0
COC(=O)C(Cc1c[nH]c2ccccc12)NC(=O)C(=O)c1c[nH]c2ccccc12 (centres undefined)
 : 15	8	6	-1	14	18	-7	-1	-5
O=c1[nH]c(-c2ccc(F)cc2)nc2c1sc(=S)n2-c1ccccc1
 : 9	2	0	0	0	6	-4	-5	-4
Cc1noc(C)c1COc1cccc(C(=O)OCC(=O)NCCN2C(=O)CSC2=O)c1
 : -2	3	8	0	2	-6	8	-13	15
O=C1CN(S(=O)(=O)c2cc(Cl)ccc2Cl)c2ccccc2N1
 : -9	-1	1	-3	4	12	-8	-2	9
O=C(NC(=S)Nc1ccccc1Cl)c1ccco1
 : 2	-8	11	-2	1	2	-2	-2	0
COc1ccc(OCCCN2CCCCCC2)cc1
 : 6	2	-1	-7	1	-5	1	-5	-6
COc1cccc(NC(=O)COC(=O)CCCC2=NS(=O)(=O)c3ccccc3N2)c1
 : -3	-6	2	-2	0	19	-5	-2	3
CN(CP(=O)(O)CN(C)S(C)(=O)=O)S(C)(=O)=O
 : -9	0	1	2	1	3	-5	0	7
CC1=CCC(C(=O)O)(C(=O)N/N=C/c2cccs2)C(c2ccc([N+](=O)[O-])cc2)C1 (centres undefined)
 : -7	-19	2	-3	-1	3	-4	-4	-3
COc1ccc(Cc2nnc(NC(=O)Cc3cccs3)s2)cc1
 : 4	4	x	-1	1	3	3	-3	4
COc1ccccc1NC(=O)Nc1ccc(F)c(F)c1
 : 7	-7	4	-2	6	9	-9	-5	-10
CCC(C)NC(=O)CSc1ncccc1C(=O)O (centres undefined)
 : -5	1	4	3	2	-1	1	-2	6
N#CCCN(Cc1ccccc1)C(=O)CCC(=O)c1ccc(F)cc1
 : -11	-6	1	1	5	-6	2	-2	5
COc1cc(C2(c3ccc(O)c(OC)c3)C(=O)N(C)c3ccc(Br)cc32)ccc1O
 : -8	-11	10	-7	10	4	6	-4	0
COc1ccc(C)cc1S(=O)(=O)N(C)CC(=O)NC1CCCCC1
 : -22	-13	6	-7	1	5	2	-2	6
CCOc1[nH]n(-c2ccc(Cl)cc2)c(=O)c1C=Nc1ccc(O)cc1
 : -6	16	30	1	0	0	-4	-3	4
O=C1[C@H](Oc2ccccc2)[C@@H](c2ccncc2)N1c1ccncc1
 : -5	-6	2	0	0	-13	6	0	3
c1csc(C(c2nnnn2C2CCCCC2)N2CCCC3(CCCCC3)C2)c1 (centres undefined)
 : -17	-6	2	-3	0	1	3	0	13
COc1ccc(N2CCN(C(=O)C(=O)c3cc(OC)c(OC)c(OC)c3)CC2)cc1
 : x	-14	3	1	5	13	-7	x	x
CCC1CCCCN1C(=O)CSc1nnc(-c2cccs2)o1 (centres undefined)
 : -35	-4	0	-2	2	-4	-2	-1	3
Cc1cc(Cl)c(S(=O)(=O)N2CCN(c3ccc(F)cc3)CC2)cc1OCC(N)=O
 : -2	-4	12	-6	1	1	14	-4	5
Cc1noc(C)c1C(=O)OC(C)C(=O)Nc1ccc2c(c1)OCO2 (centres undefined)
 : -4	9	10	4	-1	14	-13	-2	7
COC(=O)C1CN(C(=O)COc2cc(C)cc(C)c2)c2ccccc2O1 (centres undefined)
 : -5	-16	7	-4	1	7	-5	-6	0
O=C(NCc1ccc2c(c1)OCO2)c1ccc(CS(=O)Cc2cccc(Cl)c2)o1 (centres undefined)
 : -4	-7	6	-2	9	1	6	-2	6
OC(COc1cccc2ccccc12)CN1CCN(c2ccc(Cl)cc2)CC1 (centres undefined)
 : 3	6	1	-4	2	6	-4	-3	-3
CCOC(=O)c1oc2cc(O)ccc2c(=O)c1-c1ccc(OC)cc1
 : 4	0	2	4	-1	-9	6	1	2
CCNC(=O)c1ccc(-n2nc(C(F)(F)F)c3c2CCCC3)cc1
 : 0	3	6	-8	1	1	-1	-7	1
CCN(CC(=O)Nc1c(F)cccc1F)C(=O)/C=C/c1ccc(C)cc1
 : -8	-25	9	-1	1	-3	2	-5	2
COc1ccc(C(=O)OCCOc2cccc(Cl)c2)cc1S(=O)(=O)N1CCOCC1
 : -7	-12	4	1	10	3	-2	0	3
Cc1ccc(NC(=O)CSCC(N)=O)cc1C
 : -7	1	13	0	0	2	-1	-4	5

# A draw from above in order of molar mass, smallest number first.
# Values run as follows: M1 antag	CHRM4 antagonist	TAAR1 agonist	CHRM5 agonist	CHRM4 agonist	M5 antag	CHRM5 PAM	CHRM1 agonist	CHRM1 PAM
Cc1ccc(NC(=O)CSCC(N)=O)cc1C
 : -7	1	13	0	0	2	-1	-4	5
O=C1[C@H](Oc2ccccc2)[C@@H](c2ccncc2)N1c1ccncc1
 : -5	-6	2	0	0	-13	6	0	3
CCC1CCCCN1C(=O)CSc1nnc(-c2cccs2)o1 (centres undefined)
 : -35	-4	0	-2	2	-4	-2	-1	3
CCOC(=O)c1oc2cc(O)ccc2c(=O)c1-c1ccc(OC)cc1
 : 4	0	2	4	-1	-9	6	1	2
COc1ccc(C)cc1S(=O)(=O)N(C)CC(=O)NC1CCCCC1
 : -22	-13	6	-7	1	5	2	-2	6
COC(=O)C1CN(C(=O)COc2cc(C)cc(C)c2)c2ccccc2O1 (centres undefined)
 : -5	-16	7	-4	1	7	-5	-6	0
CCN(CC(=O)Nc1c(F)cccc1F)C(=O)/C=C/c1ccc(C)cc1
 : -8	-25	9	-1	1	-3	2	-5	2
OC(COc1cccc2ccccc12)CN1CCN(c2ccc(Cl)cc2)CC1 (centres undefined)
 : 3	6	1	-4	2	6	-4	-3	-3
c1csc(C(c2nnnn2C2CCCCC2)N2CCCC3(CCCCC3)C2)c1 (centres undefined)
 : -17	-6	2	-3	0	1	3	0	13
COc1ccc(N2CCN(C(=O)C(=O)c3cc(OC)c(OC)c(OC)c3)CC2)cc1
 : x	-14	3	1	5	13	-7	x	x
O=C(NCc1ccc2c(c1)OCO2)c1ccc(CS(=O)Cc2cccc(Cl)c2)o1 (centres undefined)
 : -4	-7	6	-2	9	1	6	-2	6
Cc1cc(Cl)c(S(=O)(=O)N2CCN(c3ccc(F)cc3)CC2)cc1OCC(N)=O
 : -2	-4	12	-6	1	1	14	-4	5
COc1ccc(C(=O)OCCOc2cccc(Cl)c2)cc1S(=O)(=O)N1CCOCC1
 : -7	-12	4	1	10	3	-2	0	3
COc1cc(C2(c3ccc(O)c(OC)c3)C(=O)N(C)c3ccc(Br)cc32)ccc1O
 : -8	-11	10	-7	10	4	6	-4	0

# High-throughput results deposited in PubChem by The Scripps Research Institute Molecular Screening Center.
